# EBV gp42 block = blocks Epstein-Barr virus glycoprotein 42 binding. Q1HVG2. Fluorescence polarization binding assay, mP read-out. inhibition, % (tested at 21.74 µM). 220,000 tested, 0.42% active. AID 1085; in the data active = inhibition above about 50%
# Runt-CBFb FRET = Runt domain-CBFb interaction inhibition; Q01196+Q13951; Cerulean-Runt/Venus-CBFb FRET ratio 530/480, 1 h; inhibition, % at 20 µM; 220,000 tested, 0.46% active; AID 1496;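 active = inhibition over about 50% at 20 µM in the single-dose screen, limit read from the data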;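 also: 0% = DMSO wells and 100% = excess unlabeled CBFb competitor control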
# Target sequence (Q01196 whole entry, looked up, the tested form may be a part): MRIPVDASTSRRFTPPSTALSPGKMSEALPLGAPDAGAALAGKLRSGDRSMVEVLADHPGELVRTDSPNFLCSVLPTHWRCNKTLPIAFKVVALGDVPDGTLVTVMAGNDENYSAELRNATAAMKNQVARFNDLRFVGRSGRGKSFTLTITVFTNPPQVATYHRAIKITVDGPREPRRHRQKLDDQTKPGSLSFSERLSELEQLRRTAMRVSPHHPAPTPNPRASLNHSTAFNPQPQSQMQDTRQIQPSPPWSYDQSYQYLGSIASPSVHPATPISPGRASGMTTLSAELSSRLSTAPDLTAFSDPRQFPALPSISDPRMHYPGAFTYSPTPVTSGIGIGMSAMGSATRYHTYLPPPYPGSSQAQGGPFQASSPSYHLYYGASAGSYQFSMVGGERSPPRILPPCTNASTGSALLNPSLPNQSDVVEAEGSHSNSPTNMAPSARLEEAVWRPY
# Target sequence (Q13951 whole entry, looked up, the tested form may be a part): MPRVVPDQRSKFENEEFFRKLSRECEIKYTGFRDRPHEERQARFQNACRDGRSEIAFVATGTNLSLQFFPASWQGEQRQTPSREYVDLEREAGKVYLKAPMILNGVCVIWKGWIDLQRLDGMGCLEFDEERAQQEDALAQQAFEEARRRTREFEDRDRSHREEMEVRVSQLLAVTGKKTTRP
#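 Reagent – Venus-CBFb binding partner, 100 nM · Assay system – Cerulean-tagged RUNX1 Runt domain (FRET donor) fusion protein · Input – 100 nM per protein · Incubation – two 1 h room-temperature incubations shielded from light · Measured by – FRET fluorescence · Medium – Tris buffer pH 7.5 with salts and BSA · Benchmarks – unlabeled CBFb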
# Furin inhibitor = inhibitors of human furin | inhibition, % at 30 µM | 220,000 tested, 0.061% active | AID 463115 | purified furin, fluorogenic substrate cleavage; in the data active = inhibition above about 25%; also: inactives centre near -15
# Tb hexokinase = T. brucei hexokinase 1 inhibition. recombinant TbHK1, G6PDH-coupled NADH A340. inhibition, % at 10 µM. 220,000 tested, 0.11% active. AID 1430;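 active = inhibition of 50% or more in the single-dose primary screen; inactive = inhibition below 50%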
# p47phox inh = p47phox (human) inhibition. 220,000 tested, 0.53% active. p47phox/p22phox peptide binding, fluorescence polarization, 2 h. AID 1274. inhibition, % at 24.7 µM. P14598;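 active = inhibition above about 30%, limit read from the data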;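 also: 0% = p47phox with labelled peptide and 100% = labelled peptide alone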
# Target sequence (P14598 whole entry, looked up): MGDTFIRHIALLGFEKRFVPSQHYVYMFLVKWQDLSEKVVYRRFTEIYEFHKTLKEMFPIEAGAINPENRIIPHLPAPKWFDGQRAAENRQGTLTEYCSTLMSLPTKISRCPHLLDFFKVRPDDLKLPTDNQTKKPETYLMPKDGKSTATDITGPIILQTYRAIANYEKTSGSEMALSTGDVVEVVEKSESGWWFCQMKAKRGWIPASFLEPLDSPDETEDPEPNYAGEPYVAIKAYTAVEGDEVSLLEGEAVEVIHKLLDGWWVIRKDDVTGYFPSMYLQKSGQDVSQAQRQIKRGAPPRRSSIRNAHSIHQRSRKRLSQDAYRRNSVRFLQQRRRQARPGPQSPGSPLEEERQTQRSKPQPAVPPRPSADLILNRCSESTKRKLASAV
# m-calpain inh = blocks pig calpain II enzyme activity | purified calpain II, fluorogenic peptide substrate, 30 min | inhibition, % at 16 µM | 220,000 tested, 0.37% active;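 active = inhibition above about 50%, limit read from the data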
# p97 ATPase inh = inhibitors of human p97 ATPase | P55072 | recombinant p97 ATPase, Kinase-Glo ATP luminescence, 3 h | inhibition, % at 8 µM | 220,000 tested, 0.42% active | AID 1481; in the data active = inhibition above about 15%;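 also: 0% = DMSO vehicle and 100% = wells lacking enzyme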
# Runt-SMMHC FRET = Runt domain-CBFb-SMMHC interaction inhibition. Q01196+Q13951. Cerulean-Runt/Venus-CBFb-SMMHC FRET ratio 530/480, 1 h. inhibition, % at 20 µM. 220,000 tested, 0.74% active. AID 1434;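 active = mean inhibition across duplicate retests at 20 µM reaching about 50%, limit read from the data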;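 also: 0% = DMSO wells and 100% = wells with excess untagged CBFb-SMMHC; inhibitors lower the FRET ratio by blocking Runt binding to CBFb-SMMHC; some results filed as inactive read as strong as hits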
# RBBP9 inhibitor = inhibitors of human serine hydrolase RBBP9. 220,000 tested, 0.2% active. AID 1515. recombinant RBBP9, FP-Rh probe fluorescence polarization. O75884. inhibition, % at 7.94 µM;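 active = inhibition above the campaign mean of all tested compounds plus 3 SD, cut at about 14% in these data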;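 also: plate controls were DMSO wells with RBBP9 for no effect and wells lacking RBBP9 protein for full effect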
#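 System: RBBP9 protein | Quantity: 2.5 µM RBBP9 dispensing solution, before mixing | Reagent: FP-Rh probe, 375 nM dispensing solution | Timing: Enzyme-compound preincubation 30 min, then probe labeling 45 min, 25 °C | Measured by: Fluorescence polarization | Read-out: % inhibition | Replication: One well per compound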
# The depositor's hits bear a star; nt = no result given; & = joins results of further samples; [ ] = remark or other dose.
no.	EBV gp42 block	Runt-CBFb FRET	smiles	Furin inhibitor	Tb hexokinase	p47phox inh	m-calpain inh	p97 ATPase inh	Runt-SMMHC FRET	RBBP9 inhibitor
1	-3	-3	O=c1[nH]c(CN2CCCC2)nc2sc3c(c12)CCC3	-12	-6	-2	-26	4	-1	-1
2	2	1	COc1ccc(OCc2nc(N)nc(Nc3ccc(C)cc3)n2)cc1	-23[20 µM]	1	-6	-13	0	0	-5
3	6	-2	CCN1CCCc2cc(CN(CCN3CCOCC3)C(=S)Nc3cccc(C)c3)ccc21	-14	-3	-16	-16	0	-2	5
4	-2	1	COc1ccccc1C(=O)NCC(=O)OC(C)C(=O)NC(=O)NC1CCCCC1 (stereo not given)	-5[20 µM]	-5	5	3	0	-4	-5
5	-49	1	CC(=O)Nc1cccc(-c2cnc3ccccc3n2)c1	-2[20 µM]	-38	-4	13	3	1	1
6	-2	0	S=C(NCc1ccc(Cl)cc1)N1CCN(c2ccccn2)CC1	-13	3	-6	-6	-2	1	3
7	-16	3	COCCCNC(=O)c1cc2c(s1)CS(=O)(=O)C2	-25[20 µM]	6	-14	-3	1	0	-12
8	-13	17	O=C(NC(=S)NNS(=O)(=O)c1ccccc1)c1ccc([N+](=O)[O-])cc1	-15	76*	0	5	6	6	-1
9	1	7	Cc1ccc(OCCOCCNC(C)C)c(Br)c1	-23	4	-15	-3	3	1	-6
10	-8	-2	CCOC(=O)C(C)n1ncn2cccc2c1=O (stereo not given)	-15	48	-25	-5	-3	-2	-9
11	3	5	O=C(CCc1ccccc1)N/N=C/c1cc(Br)ccc1O	-4	-5	2	14	-3	12	-1
12	12	1	COC(=O)C1CSC(C(=O)OC)N1C(=O)CN1CCN(c2ccccc2)CC1 (stereo not given)	-14	-7	-3	-27	3	2	-4
13	-20	nt	CC(=O)c1c(C)[nH]c(C(=O)NCc2ccccc2Cl)c1C	-15	5	-30	-24	4	-3	-16
14	-11	-6	Cc1cc([N+](=O)[O-])cc2c1NC(c1ccccn1)C1CC=CC21 (stereo not given)	-3	-11	-4	-34	3	-21	-6
15	-5	2	OCCN(CCO)c1ccc2ccccc2c1	-36	-10	1	-163	4	17	-9
16	-18	4	CC1=C(C(=O)Nc2ccc(C)cn2)C(c2cnn(C)c2)C2=C(CCCC2=O)N1 (stereo not given)	-10	-25	-8	-197	5	21	-3
17	-21	0	COc1ccc(OC)c(C(C)NC(C)=O)c1 (stereo not given)	-8	5	-13	-31	-5	3	-5
18	-3&-15	1&-2	COc1ccc(/C=C2\CCOC2=O)cc1	-21	-29&-10	7&-9	6&-17	4&3	-5&-1	1&-1
19	-20	-5	CCOC(=O)N1CCN(S(=O)(=O)c2ccc3c(c2)SC(C)C(=O)N3)CC1 (stereo not given)	-22	3	-13	-2	4	-6	-5
20	-2	-2	CCOc1ncccc1C(=O)N1CCN(c2cccc(C)c2C)CC1	-14	9	-4	24	-5	-2	-4

# Additional results:
no.	EBV gp42 block	Runt-CBFb FRET	smiles	Furin inhibitor	Tb hexokinase	p47phox inh	m-calpain inh	p97 ATPase inh	Runt-SMMHC FRET	RBBP9 inhibitor
21	-19	1	CCn1c(CNc2ccc(C(=O)O)cc2)nc2ccccc21	-11[20 µM]	-2	4	16	-3	-3	-8
22	-17	2	N#CCCN(Cc1cccnc1)C(=S)NC(=O)c1ccc(S(=O)(=O)N2CCCC2)cc1	-41	1	-4	-6	4	-3	-4
23	-26	-4	Cc1cccc(NC(=O)Cn2c(=O)n(Cc3ccco3)c(=N)c3c4c(sc32)COC(C)(C)C4)c1	-3	-17	-52	-138	-3	-3	-19
24	1	-1	COC(=O)c1ccc(S(=O)(=O)NNC(=O)c2ccc(S(=O)(=O)N3CCCCC3)cc2)cc1	-23	1	-9	-21	5	1	-8
25	-1	nt	Cc1ccc(NC(=O)CCSc2nnc3ccccn23)cc1	-21[20 µM]	-14	-8	-254	0	-3	-8
26	-4	-4	COc1ccc(CN(C(=O)c2cc(=O)c3cc(C)cc(C)c3o2)C2CCS(=O)(=O)C2)cc1 (stereo not given)	-15	-16	1	-6	9	-6	-5
27	-19	0	CCC(=O)Nc1ccc(Cl)c(NC(=O)C(C)C)c1	-14[20 µM]	0	-3	-1	2	3	3
28	7	2	O=C(c1cnn2c(C(F)F)cc(-c3ccccc3)nc12)N1CCN2CCCC2C1 (stereo not given)	-35[20 µM]	-10	6	-182	4	5	7
29	-1	0	CCCNC(=S)NCCN1CCCCC1	-23[20 µM]	4	-4	-18	-1	4	-8
30	-26	3	Cc1ccc(NC(=O)Cc2ccc3c(c2)OCCO3)cc1S(=O)(=O)N1CCCCC1	-14	-6	-18	38	2	-5	-10
31	-95	-2	COCCNCCCOc1ccc(Br)cc1Cl	-21	2	-4	9	-2	2	-4
32	-12	1	N/C(=N\OC(=O)c1ccco1)c1ccc(Br)cc1	-27[20 µM]	2	-11	-32	3	2	1
33	-7	2	CCCCC/C=N\NC(=O)Cc1ccc([N+](=O)[O-])cc1	-18	-5	6	-1	4	-1	-8
34	-1	-1	Cc1oc(C(C)(C)C)cc1C(=O)Nc1ccc2c(c1)OCCO2	-22	1	-9	7	2	-3	-7
35	-17	2	O=C(O)C1CCC1C(=O)Nc1nc(-c2ccc(Cl)s2)cs1 (stereo not given)	-14	-10	-10	14	10	-1	-7
36	-16	-1	COCCn1c(SCC(=O)NC(=O)NC(C)C)nc2ccccc21	-13[20 µM]	-4	-3	-4	-1	-2	-6
37	4	-1	O=C(c1ccco1)N1CCN(C(c2cccs2)c2nnnn2C2CCCC2)CC1 (stereo not given)	11[20 µM]	-1	-7	-5	-1	5	1
38	4	-2	N#CCSc1nnc(Cc2cccs2)n1C1CCCCC1	-13	-2	-8	-38	-6	2	-1
39	2	-8	CCOc1cc(/C=N/NC(=O)C(C)Sc2ccccn2)ccc1O (stereo not given)	-8	-20	-4	20	2	-5	-7
40	-1	0	CCOc1ccc(S(=O)(=O)N2Cc3ccccc3CC2C(=O)O)cc1 (stereo not given)	-29	-10	-15	-24	-1	-2	-5

# Following part
no.	EBV gp42 block	Runt-CBFb FRET	smiles	Furin inhibitor	Tb hexokinase	p47phox inh	m-calpain inh	p97 ATPase inh	Runt-SMMHC FRET	RBBP9 inhibitor
41	-17	-1	O=C(NC1(C(F)(F)F)C(=O)Nc2c1c(=O)[nH]c(=O)n2Cc1ccco1)C1CC1 (stereo not given)	-12[20 µM]	-7	-12	-12	1	-7	1
42	2	-1	Cc1cc(C)c(C(=O)CSc2nnc(C)s2)c(C)c1	-23	0	0	12	-1	-2	2
43	-9	-3	CSc1nc(Cc2ccccc2)nc2ccccc12	0	6	3	30	10	2	5
44	-6	-2	COc1ccc(/C(O)=C2/C(=O)C(=O)N(c3ncccn3)C2c2ccc(OC)c(OC)c2)cc1 (stereo not given)	-11	-23	-6	-30	5	-4	0
45	-4	1	Cc1noc(NS(=O)(=O)c2ccc(NC(=O)c3ccoc3C)cc2)c1C	-36[20 µM]	4	-7	-30	4	4	3
46	1	2	COc1cc(C2=NOC(C(=O)Nc3cccnc3)C2)cc(OC)c1OC (stereo not given)	-14	12	2	4	6	1	-8
47	-2	3	O=C(COc1ccc(F)cc1)OCCN1CCOCC1	-5[20 µM]	-7	7	21	-5	-1	-15
48	-8	14	Cn1ncc(Cl)c1C(=O)NC(=S)Nc1sc2c(c1C#N)CCCCC2	-13[20 µM]	-2	-15	22	-2	38	-4
49	-1	1	COc1ccccc1-n1c(SCC(=O)Nc2cc(C)on2)nc2c(c1=O)SCC2	-5	-3	1	31	3	0	-1
50	-22	-1	Cc1cccc(-n2c(CNC(=O)COc3ccccc3)nnc2SCC(=O)Nc2nccs2)c1	-14	-2	4	-19	8	-6	-5
51	-1	0	O=C(COc1ccccc1)NCC(=O)Nc1cccc2ccccc12	-16	1	-7	3	4	0	-7
52	-13	-1	CCOC(=O)c1nnsc1NC(C)=O	-14	-4	-13	-25	3	6	-8
53	-9	1	Cc1ccc(NC(=O)C(NS(=O)(=O)c2cccc3nsnc23)C(C)C)nc1 (stereo not given)	1	-7	-11	-35	-5	6	-6
54	-15	2	COc1ccc(N(CC(=O)N2CCCCC2)S(=O)(=O)c2ccccc2)c(OC)c1	-9[20 µM]	6	-7	-1	0	-4	-5
55	-14	1	CCN(CC)CCNC(=O)c1ccc(NC(=O)c2ccc(Cl)c(S(=O)(=O)Nc3ccccc3OC)c2)cc1	-21[20 µM]	-4	-19	-28	0	-2	-10
56	-22	-1	COC(=O)CCCCCNc1ccc(C(=O)OC)cc1N	-19[20 µM]	-12	-22	-41	-4	-6	-10
57	17	0	Cn1c(SCC(=O)NC(c2ccccc2)c2ccccc2)nnc1-c1cccs1	-12[20 µM]	3	0	38	-4	-4	1

# Two compounds from above, limited to Furin inhibitor, RBBP9 inhibitor and p97 ATPase inh:
cpd | Compound | Furin inhibitor | RBBP9 inhibitor | p97 ATPase inh
18 | COc1ccc(/C=C2\CCOC2=O)cc1 | -21 | 1&-1 | 4&3
37 | O=C(c1ccco1)N1CCN(C(c2cccs2)c2nnnn2C2CCCC2)CC1 (stereo not given) | 11[20 µM] | 1 | -1

# Grouped by structure: those above containing an aryl methoxy group (10)
no.	EBV gp42 block	Runt-CBFb FRET	smiles	Furin inhibitor	Tb hexokinase	p47phox inh	m-calpain inh	p97 ATPase inh	Runt-SMMHC FRET	RBBP9 inhibitor
2	2	1	COc1ccc(OCc2nc(N)nc(Nc3ccc(C)cc3)n2)cc1	-23[20 µM]	1	-6	-13	0	0	-5
4	-2	1	COc1ccccc1C(=O)NCC(=O)OC(C)C(=O)NC(=O)NC1CCCCC1 (stereo not given)	-5[20 µM]	-5	5	3	0	-4	-5
17	-21	0	COc1ccc(OC)c(C(C)NC(C)=O)c1 (stereo not given)	-8	5	-13	-31	-5	3	-5
18	-3&-15	1&-2	COc1ccc(/C=C2\CCOC2=O)cc1	-21	-29&-10	7&-9	6&-17	4&3	-5&-1	1&-1
26	-4	-4	COc1ccc(CN(C(=O)c2cc(=O)c3cc(C)cc(C)c3o2)C2CCS(=O)(=O)C2)cc1 (stereo not given)	-15	-16	1	-6	9	-6	-5
44	-6	-2	COc1ccc(/C(O)=C2/C(=O)C(=O)N(c3ncccn3)C2c2ccc(OC)c(OC)c2)cc1 (stereo not given)	-11	-23	-6	-30	5	-4	0
46	1	2	COc1cc(C2=NOC(C(=O)Nc3cccnc3)C2)cc(OC)c1OC (stereo not given)	-14	12	2	4	6	1	-8
49	-1	1	COc1ccccc1-n1c(SCC(=O)Nc2cc(C)on2)nc2c(c1=O)SCC2	-5	-3	1	31	3	0	-1
54	-15	2	COc1ccc(N(CC(=O)N2CCCCC2)S(=O)(=O)c2ccccc2)c(OC)c1	-9[20 µM]	6	-7	-1	0	-4	-5
55	-14	1	CCN(CC)CCNC(=O)c1ccc(NC(=O)c2ccc(Cl)c(S(=O)(=O)Nc3ccccc3OC)c2)cc1	-21[20 µM]	-4	-19	-28	0	-2	-10

# Screens: PubChem BioAssay, several laboratories
